# RTF Ca sens inh = cardiac RTF calcium desensitization; 0.12% of 340,000 active; inhibition, % at 7.15 µM; IANBD-labeled cardiac RTF, Ca2+ fluorescence; P19429+P45379;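 active = inhibition above the mean inhibition of all tested compounds plus 3 SD, cut at about 17% in these data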;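 note: assay run at fixed EC70 calcium of 1.6 mM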
# V-ATPase pHluor = regulators of yeast V-ATPase proton transport. AID 504577. response, % at 10 µM. S. cerevisiae, pHLuorin cytosolic pH fluorescence. 0.37% of 350,000 active; in the data active = response mostly above about 7.3%, no sharp cut-off; inactive = mostly below about 5.4%; note: actives read high; inactives centre near 0; some compounds called inactive have numbers as strong as hits; reference of the scale not given here
# LANA DNA inh = KSHV C-LANA DNA binding inhibition. 0.078% of 340,000 active. inhibition, % at 9 µM. MBP-C-LANA/FAM-LBS DNA binding, fluorescence polarization. AID 504423;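 active = highest replicate inhibition at or above 60% at 9 µM, even if other replicates fall short; inactive = all replicates below 60% inhibition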;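 note: 0% = neutral control wells and 100% = 4 µM acridine orange control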
# DSG3 Ab inh = blocks pemphigus antibody binding to human desmoglein-3 | 0.48% of 310,000 active | binding (percent of control), % at 10 µM | P32926 | AID 588358 | DSG3-coupled beads, scFv-anti-DSG3-GFP binding, flow cytometry; hits give low values;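 active = binding more than 3 SD below its plate's average and above zero; inconclusive = below that plate limit but binding exactly zero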;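 note: hits lower antibody fragment binding to DSG3; some compounds called inactive have numbers as strong as hits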
# Keap1-Nrf2 PPI = Keap1-Nrf2 (human) interaction inhibition | Q14145 | Keap1 Kelch-Nrf2 peptide fluorescence polarization, 1536-well | inhibition, % at 9.4 µM | 0.15% of 340,000 active; in the data active = inhibition above about 12%; inconclusive = no clear call, values can overlap the other calls; inactive = below about 7.3%;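 note: human Keap1 Kelch domain with fluorescein labeled Nrf2 9mer peptide probe; 0% = neutral control wells and 100% = peptide positive control; higher means more block of Keap1 binding to Nrf2 peptide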
# Target sequence (Q14145 whole entry, looked up, the tested form may be a part): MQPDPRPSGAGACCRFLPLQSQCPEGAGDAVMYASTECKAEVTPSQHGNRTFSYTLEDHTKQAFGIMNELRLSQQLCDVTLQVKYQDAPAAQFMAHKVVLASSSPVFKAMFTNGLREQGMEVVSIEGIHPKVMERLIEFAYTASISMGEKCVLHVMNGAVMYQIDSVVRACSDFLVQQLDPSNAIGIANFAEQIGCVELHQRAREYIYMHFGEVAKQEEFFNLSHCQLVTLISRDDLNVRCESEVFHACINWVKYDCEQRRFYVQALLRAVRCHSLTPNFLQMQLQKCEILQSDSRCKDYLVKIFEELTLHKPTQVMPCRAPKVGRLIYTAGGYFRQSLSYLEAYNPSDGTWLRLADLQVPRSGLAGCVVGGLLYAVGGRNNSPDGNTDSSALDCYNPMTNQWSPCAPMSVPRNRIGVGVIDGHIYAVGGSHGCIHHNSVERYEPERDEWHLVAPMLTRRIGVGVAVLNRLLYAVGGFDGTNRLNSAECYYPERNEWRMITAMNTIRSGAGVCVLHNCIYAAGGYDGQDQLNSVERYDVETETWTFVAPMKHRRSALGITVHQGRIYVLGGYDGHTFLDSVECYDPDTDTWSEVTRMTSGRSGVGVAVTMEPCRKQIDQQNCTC
# Arr AP2 block = blocks beta-arrestin peptide binding to AP2 adaptin; FITC-arrestin peptide / GST-AP2 beads, flow cytometry; AP2 beta2 appendage carries R879A mutation; inhibition, % at 10 µM; 0.31% of 340,000 active;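 active = inhibition above a set limit, near 3 SD of compounds lacking own fluorescence, cut at about 54% in these data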;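 note: plate controls were DMSO wells for no effect and 5 µM unlabelled arrestin peptide for full effect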
#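 System: GST-AP2 R879A bound to glutathione beads, E. coli-expressed. Also added: 50 nM FITC-arrestin peptide. Schedule: compound with beads 12 min RT, then probe 1 h RT. Signal: bead flow cytometry, FITC channel. Read-out basis: percent response.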
# OPRM1-OPRD1 ag = agonists of human mu-delta opioid receptor heterodimerization. P35372+P41143. cells, OPRM1-OPRD1 heterodimerization, luminescence. activation, % at 9.3 µM. 0.3% of 340,000 active; in the data active = activation above about 18%;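 note: 0% = vehicle-treated cells and 100% = reference agonist; values of inactives mirror those of a sister screen read the other way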
# Wnt act = Wnt/beta-catenin pathway activation; Wnt/beta-catenin reporter cell assay, activator, plate reader; activation, % at 9.35 µM; 1.2% of 300,000 active; AID 743398; in the data active = activation above about 30%, passing the limit was not always enough; inconclusive = no clear call, values can overlap the other calls;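 note: 0% = neutral control wells and 100% = positive control wells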
# OPRM1-OPRD1 inv = inverse agonist of human OPRM1-OPRD1 heterodimerization | P35372+P41143 | cell-based MOR-DOR heterodimer luminescence, inverse agonism | inhibition, % at 9.3 µM | 0.21% of 340,000 active | AID 504357; in the data active = inhibition above about 22%, passing the limit was not always enough;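 note: 0% = cells with DMSO and 100% = wells without cells with DMSO; values of inactives mirror those of a sister screen read the other way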
# cardiac RTF act = cardiac RTF calcium sensitization | IANBD-labeled TnC RTF fluorescence at EC20 calcium; 0% EC20 calcium, 100% full calcium | activation, % at 7.2 µM | 0.24% of 340,000 active | AID 493008;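 active = activation above the mean over all tested compounds plus 3 SD, cut at about 30% in these data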;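 note: rise in fluorescence read as greater calcium sensitivity of cardiac thin filaments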
# * = called active by the depositor; u = inconclusive; x = no result given; & = joins results of further samples.
SMILES,RTF Ca sens inh,V-ATPase pHluor,LANA DNA inh,DSG3 Ab inh,Keap1-Nrf2 PPI,Arr AP2 block,OPRM1-OPRD1 ag,Wnt act,OPRM1-OPRD1 inv,cardiac RTF act
Cc1nc2ccccc2c2c1C(=O)N(c1cccc(C(=O)O)c1)C2=O,-8,-1,-1.7,100,-2,25,2.3,-1,-12,-3
O=C(Cn1cnc([N+](=O)[O-])n1)N/N=C/c1ccc(O)cc1O,-3,-1,-1.7,98,2,14,-0.9,2,4,-4
Cc1cccc(N2CCN(c3nnc(C(F)(F)F)s3)CC2)c1,-4,1,0.2,x,-6,2,1.9,2,-9,4
Cc1cccc(-n2ccnc2CN2CCC(CO)(Cc3ccccc3)CC2)c1,-2,1,-0.7,95,-5,-2,-0.1,-1,1,1
CN1CCN(CC#CC2(O)CCCCC2)CC1,-4,2,-0.5,106,2,21,1.1,-4,-7,4
O=C(CC(=O)c1ccccc1)Nc1ccc(Cl)cc1,-6,1,-0.1,95,-5,8,-0.5,14,2,0
Cc1oc2cc(O)ccc2c(=O)c1Oc1ccccc1Br,-5,0,-2.2,101,-2,-6,0.9,0&1,-5,-4
COC(=O)c1cn[nH]c1NC(=S)Nc1ccccc1C,3,1,0.2,92,-4,19,-2.8,10,14,-1
Cc1ccc(Oc2ccc(/C=N/O)cn2)cc1,-1,-2,0.8,107,-5,1,-1.4,5,6,-2
CCOC(=O)N1CCN(C(=O)CSCC(=O)Nc2nc(-c3ccc(C)cc3)cs2)CC1,-3,0,0.4,109,1,29,0.0,1,0,-2
COc1ccc(OC)c(N(C)S(=O)(=O)c2cc3c(cc2C)NC(=O)CO3)c1,2,0,0.5,98,3,-5,-0.4,1,2,0
COc1ccc(/C=C2\SC(=O)N(CCc3nnc(N)s3)C2=O)cc1,1,-2,-0.1,96,-5,-1,-1.2,0,6,-2

# Some of the entries above in another layout:
molecule	RTF Ca sens inh	V-ATPase pHluor	LANA DNA inh	DSG3 Ab inh	Keap1-Nrf2 PPI	Arr AP2 block	OPRM1-OPRD1 ag	Wnt act	OPRM1-OPRD1 inv	cardiac RTF act
COc1ccc(OC)c(N(C)S(=O)(=O)c2cc3c(cc2C)NC(=O)CO3)c1	2	0	0.5	98	3	-5	-0.4	1	2	0
Cc1nc2ccccc2c2c1C(=O)N(c1cccc(C(=O)O)c1)C2=O	-8	-1	-1.7	100	-2	25	2.3	-1	-12	-3

# (list continues)
SMILES,RTF Ca sens inh,V-ATPase pHluor,LANA DNA inh,DSG3 Ab inh,Keap1-Nrf2 PPI,Arr AP2 block,OPRM1-OPRD1 ag,Wnt act,OPRM1-OPRD1 inv,cardiac RTF act
CCOC(=O)C(=CNc1cc(C)nn1C(C)(C)C)C(=O)OCC,-5,1,-0.3,x,-3,2,-1.9,-2,10,2
Cc1ccc(-c2csc(NC(=O)CSc3ncn(-c4ccccc4)n3)n2)cc1,-17,-1,-0.3,109,-2,3,0.8,x,-4,-1
CC1CCCCN1Cc1nc2c(c(=O)n(C)c(=O)n2C)n1CCc1ccccc1 (stereo not drawn),-11,0,-2.2,99,3,29,1.2,x,-6,-4
C=CC#CC1(O)CC(C)N(C)CC1C (stereo not drawn),-5,-3,-1.1,100,-2,5,-3.3,-2,15,5
O=C(COc1ccc2c3c(c(=O)oc2c1)CCCC3)NCC(O)c1ccccc1 (stereo not drawn),-2,6,-0.9,100,-1,2,-1.4,-1,7,-7
O=C(NCc1ccccc1)/C(=C/c1ccccc1)NC(=O)c1ccco1,-1,-3,-0.9,x,-5,8,-3.5,-1,19,0
Cc1ccccc1N=Cc1cccc(O)c1O,-9,0,-1.1,100,-3,15,1.8,x,-9,1
Cc1ccccc1C(=O)Nc1nnc(-c2ccco2)o1,2,-3,-0.8,x,-2,21,-1.3,19,6,6
Cc1ccsc1/C=C1/NC(=O)N(Cc2ccc(F)cc2)C1=O,-4,2,0.8,104,-10,x,6.6,0,-31,1
Cc1onc(-c2ccc(Cl)cc2)c1-c1ccnc(SCC(=O)Nc2ccc(C(C)C)cc2)n1,-3,1,-0.4,112,-1,6,56*,-2,-294,6
COc1ccc(CCNC(=O)Nc2ccc3c(c2)OCO3)cc1OC,-3,2,0.6,93,-3,-13,-2.1,1,11,2
COc1ccc(C(C)=O)cc1CN1C(=O)C(C)N(c2ccc(C)cc2)C1=O (stereo not drawn),-2,1,-0.2,105,-3,0,-1.3,-5,6,-4
CCOc1ccccc1-c1cc(-c2ccccc2)nc2c1c(=O)n(C)c(=O)n2C,5,-1,-0.4,96,-3,28,-3.5,x,18,-1
Cc1cnc(NC(=O)c2cc3c(C)nn(-c4ccccc4)c3s2)s1,0,0,0.2,95,-4,8,1.4,-3,-7,0
Cc1ccc(C(=O)N2CCN(c3ccc(NC(=O)c4ccc(Br)o4)cc3)CC2)cc1,-9,-5,2.4,76,-1,22,2.0,-3,-11,-7
CC1C(=O)Nc2ccccc2N1C(=O)c1cccc(C(F)(F)F)c1 (stereo not drawn),-3,-5,-1.8,90,5,48,0.3,1,-2,-3
CCc1cc2cc(C)cc(C)c2nc1SCC(=O)NNC(=O)c1ccco1,-6,-3,-0.3,106,-8,-7,0.8,-2,-6,-3
O=C1NC(c2ccccc2)Oc2ccccc21 (stereo not drawn),-3,-5,-0.6,109,1,29,-1.6,0,9,2
Cc1ccc(NC(=O)C2CCN(S(=O)(=O)c3ccc4c(c3)OCCO4)CC2)c(O)c1,-6,0,1.3,107,-1,-7,0.1,0,-1,1
Cc1cc(-n2cccn2)ccc1CN1CCN(CC(C)C)C(CCO)C1 (stereo not drawn),-10,4,0.6,87,0,2,0.2,-1,-1,4
Cc1ccc2nc(Cl)c3nnnn3c2c1,-3,10.0*,2.0,105,-2,-7,-7.0,x,38*,3
O=C(c1cnn2c(C(F)(F)F)cc(-c3ccco3)nc12)N1CCc2ccccc2C1,-9,2,0.3,100,-7,7,2.2,x,-13,-10
CCC1=NC(c2ccccc2OC)N(O)C1(C)C (stereo not drawn),-4,-3,0.8,99,1,5,0.1,0,0,1
S=C(Nc1ccc(Br)cc1Cl)N1CCC2(CC1)OCCO2,-1,-3,-1.3,105,-1,-2,0.5,u,-2,3
N#Cc1cccc(NC(=O)CCNS(=O)(=O)c2ccc3[nH]c(=O)oc3c2)c1,3,-4,-1.2,110,-1,-2,-1.8,x,9,1
CC(C)C(=O)NNC(=O)c1cc2sccc2s1,-9,-2,-1.9,x,1,-12,-2.3,-1,11,-1
O=C(O)c1ccc(Cl)c(S(=O)(=O)Nc2ccccc2C(=O)Nc2ccc(Cl)cc2)c1,-1,0,1.3,102,5,-8,0.1,-2,-1,3
CC(C)NC(=O)/C(C#N)=C/c1cccc(NC(=O)c2ccccc2Cl)c1,7,3,-0.9,101,-8,27,1.8,3,-10,4
COc1ccc(OC)c(-c2csc(NC(=O)C3COc4ccccc4O3)n2)c1 (stereo not drawn),2,-1,0.1,103,-7,34,-1.4,2,7,5
COCc1ccc(CN2CCCC(CO)(Cc3cccc(Cl)c3)C2)o1 (stereo not drawn),1,-3,-0.1,110,1,39,-1.6,-2,8,-5
CC(C(=O)Nc1ccccc1-c1ccccc1)N1CCOCC1 (stereo not drawn),-2,0,-0.4,98,-3,2,-0.5,-1,3,-8
CCOc1ccc(/C=N/n2cnnc2)cc1,-2,4,-0.1,97,-3,32,-1.9,x,10,-3
C=CCC1NS(=O)(=O)OC2CCCCC12 (stereo not drawn),-1,0,0.5,98,-4,-2,-0.7,-1,4,6
CC(=O)N1CCc2cc(S(=O)(=O)CCC(=O)NCc3ccco3)ccc21,-13,3,-2.5,82,-3,-4,-0.9,-6,6,-3
CCN=C1SC(CC(=O)Nc2ccc3c(c2)OCO3)C(=O)N1CC (stereo not drawn),13,-4,0.8,102,4,29,1.0,-2,-8,-2
COc1ccc(S(=O)(=O)NCc2cccnc2)cc1C(=O)Nc1ccccc1,0,-2,0.3,103,7,29,-5.0,-2,26,-4
COc1ccc(Cl)cc1NC(=O)NC(C)C(C)(C)C (stereo not drawn),-7,-2,1.5,103,-6,9,1.7,-10,-9,2
C=C[C@@H]1c2ccccc2N(S(=O)(=O)c2ccc(C)cc2)[C@H](c2ccc(C(F)(F)F)cc2)C1(C#N)C#N,2,-5,1.5,103,-5,1,-0.4,3,2,7
COc1cccc(CCN2CCC(CNS(=O)(=O)c3cc(-c4cc(C)no4)ccc3OC)CC2)c1,1,0,0.2,x,-2,10,-1.4,-9,7,3
NC(=O)CCN1CCCCC1,0,1,-0.8,107,-4,29,0.7,0,-4,-11
CCCCNc1cnn(-c2ccccc2)c(=O)c1Cl,6,-2,0.6,97,0,27,-3.5,-1,18,4
Cn1c(=O)c(Sc2ccc(Cl)cc2)c(O)c2ccccc21,2,2,0.1,102,-1,2,-2.7,-2,16,1
O=C(N=c1nc2ccccn2s1)c1ccccc1,-12,0,1.4,102,0,-6,-1.6,x,8,3
O=C(Cn1cnc2cc(Cl)ccc2c1=O)Nc1ccc2c(c1)OCO2,-4,2,0.0,103,2,1,0.3,x,-2,3
Cc1ccc2[nH]c(CNC(=O)c3ccc(F)cc3)cc2c1,-8,0,2.1,113,-1,3,1.1,2,-5,-1
O=S(=O)(N=S(N1CCCCC1)N1CCCCC1)c1ccccc1,-3,-4,-0.6,92,-4,1,-1.3,-4,7,-4
O=C(COC(=O)c1ccc(F)cc1F)NCc1ccc2c(c1)OCO2,7,2,0.1,x,-5,-11,-1.4,0,6,-1
COc1ccc(-c2c(C)oc3c(CN4CCN(CCO)CC4)c(O)ccc3c2=O)cc1OC,5,1,-1.2,109,1,-4,-2.9,x,14,-8
CC(C)(C)SC(C(=O)N1CCOCC1)c1ccc(Br)cc1 (stereo not drawn),-3,-4,-1.3,96,-2,7,-1.1,-5,9,0
CCN(C(=O)COC(=O)CSc1ccc(F)cc1)c1c(N)n(Cc2ccccc2)c(=O)[nH]c1=O,-2,3,0.6,100,-8,-6,-0.7,1,3,7
Cc1ccc(/C(N)=N/OC(=O)c2ccc(Cl)cc2Cl)cc1,-2,3,-0.4,87,1,-7,1.4,0,-7,-2
Cc1oc2c(CN3CCOCC3)c(O)ccc2c(=O)c1-c1ccc(Cl)cc1,-2,0,4.0,94,-3,11,-0.7,2,3,3
Fc1ccc(C2NCCn3cccc32)cc1 (stereo not drawn),0,2,-0.7,102,-7,-5,-2.5,x,12,7
O=C(Nc1ccccc1)/C(=C\c1ccncc1)NC(=O)c1ccccc1,-10,5,0.3,97,-2,23,-2.5,2,14,2
CC1(c2nnc(-c3ccc(F)cc3)o2)CC(c2cccc(Cl)c2)=NO1 (stereo not drawn),7,-3,-1.0,102,-4,8,2.3,-2,-13,-4
C/C(CC(C)C)=N\NS(=O)(=O)c1ccc(C)c([N+](=O)[O-])c1,4,0,-0.4,94,-1,-8,-2.1,-2,11,4
CCN(CC)S(=O)(=O)c1cc(NS(=O)(=O)c2ccccc2)ccc1C,-1,0,7.7,105,1,0,1.1,x,-6,-6
COc1ccc(NC(=O)NC23CC4(C)CC(C)(CC(C)(C4)C2)C3)cc1OC,-3,-4,-0.2,98,-3,12,2.2,-6,-16,-8
CCn1c(CN(C)c2ccccc2)nc2ccccc21,-6,2,-2.2,99,3,6,-0.7,-2,3,-5

# Screening results (PubChem BioAssay)
